# PvdQ inh – P. aeruginosa PvdQ acylase inhibitors, primary screen, biochemical, fluorescence, plate reader and imaging, single point; PvdQ acylase [Pseudomonas aeruginosa LESB58]; purified PvdQ acylase; inhibition, % at 10 µM; actives 0.063% (n = 340,000); in the data active means inhibition above about 30%, passing the limit was not always enough; inconclusive means no clear call, values can overlap the other calls;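 further: 0% = vehicle neutral wells and 100% = reference inhibitor wells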
# Tat export inh – E. coli Tat export inhibitors, primary screen, MC4100, TorA-mCherry reporter, fluorescence, single point; inhibition, % at 10 µM; actives 0.036% (n = 340,000);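 active means mean replicate inhibition at least 50% and at least half of replicates individually reaching 50%; inconclusive means only one of the two criteria met; inactive means neither criterion met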;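 further: exported cargo escapes ClpAP degradation while cytoplasmic cargo is degraded and loses fluorescence; 0% = median of neutral control wells and 100% = median of NaSCN control wells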
# PfHsp90 yeast 2 – growth inhibition of PfHsp90-expressing yeast, primary screen, antimalarial PfHsp90 inhibitor project, S. cerevisiae, BacTiter-Glo luminescence, single point, set 2; inhibition, % at 9.4 µM; AID 504621, 2011; actives 0.32% (n = 310,000); BacTiter-Glo ATP, 48 h; yeast lacking PDR1 and PDR3 efflux regulators;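 active means every replicate shows inhibition above about 80%, whatever the replicate mean, limit read from the data; inconclusive means mean inhibition reaches the set limit but some replicate falls short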;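 further: 0% = DMSO neutral controls and 100% = 20 µM radicicol positive controls; yeast relying on Plasmodium falciparum Hsp90 in place of its own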
# AddAB inh – growth inhibition of E. coli expressing H. pylori AddAB, primary screen, AddAB inhibitor project, absorbance. AID 435030, 2010. inhibition, % at 11.9 µM. actives 0.29% (n = 330,000); in the data active means inhibition above about 12%;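 further: 0% = vehicle wells of infected cells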
# DAGLB inh – DAGLB lipase inhibitors, primary screen, biochemical, fluorescence, HTS. Diacylglycerol lipase-beta (Homo sapiens), Q8NCG7. HEK293T DAGLB membrane lysate, EnzChek fluorogenic substrate. inhibition, % at 5.17 µM. actives 0.059% (n = 340,000). AID 504411, 2011; in the data active means inhibition above about 34%;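 further: 0% = enzyme with vehicle and 100% = wells lacking enzyme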
# Target sequence (Q8NCG7 whole entry, looked up): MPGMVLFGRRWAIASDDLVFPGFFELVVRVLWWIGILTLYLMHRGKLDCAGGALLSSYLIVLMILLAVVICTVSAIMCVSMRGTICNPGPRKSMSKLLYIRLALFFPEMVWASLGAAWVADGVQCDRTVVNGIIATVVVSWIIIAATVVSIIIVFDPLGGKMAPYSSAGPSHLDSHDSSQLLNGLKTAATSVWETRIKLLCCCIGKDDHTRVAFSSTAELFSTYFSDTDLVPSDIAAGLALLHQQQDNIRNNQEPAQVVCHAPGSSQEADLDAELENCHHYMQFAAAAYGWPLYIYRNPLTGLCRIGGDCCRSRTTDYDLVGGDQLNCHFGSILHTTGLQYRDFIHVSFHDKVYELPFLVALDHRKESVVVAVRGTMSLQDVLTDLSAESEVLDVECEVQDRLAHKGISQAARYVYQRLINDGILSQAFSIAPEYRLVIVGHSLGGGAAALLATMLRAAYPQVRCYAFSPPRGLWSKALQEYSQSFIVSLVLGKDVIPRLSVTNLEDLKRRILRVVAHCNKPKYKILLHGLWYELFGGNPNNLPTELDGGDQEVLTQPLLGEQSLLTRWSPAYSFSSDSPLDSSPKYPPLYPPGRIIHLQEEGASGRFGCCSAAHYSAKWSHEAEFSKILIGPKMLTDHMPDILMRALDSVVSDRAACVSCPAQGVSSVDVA
# CAL PDZ FP – CAL PDZ peptide-binding inhibitors, primary screen, biochemical, fluorescence polarization, Cer-tagged CAL PDZ, HTS | purified CAL PDZ, TMR-peptide fluorescence polarization, 1 h | inhibition, % at 20 µM | actives 0.02% (n = 330,000);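 active means highest replicate inhibition of at least 40%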;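 further: plate controls were DMSO neutral control wells for no effect and unlabeled competitor peptide control wells for full effect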
#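 material = purified tagged CAL PDZ domain construct (CerCALP) | compound dosing = 20 µM, one dose | times = 1 h at RT | measured by = fluorescence polarization from S- and P-plane intensities, G-factor corrected | read-out = inhibition from polarization loss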
# Rtt109 HAT inh – inhibitors of C. albicans Rtt109/Vps75 HAT, primary screen, biochemical, ThioGlo CoA-SH fluorescence, plate reader; Histone acetyltransferase RTT109 (Candida albicans (strain SC5314 / ATCC MYA-2876)), …; purified Rtt109/Vps75, 4 h; inhibition, % at 34.9 µM; actives 0.16% (n = 330,000);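 active means inhibition of at least 50% in every replicate; inconclusive means best replicate reaches 50% inhibition but some replicates fall short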
# Target sequence (Q5AAJ8 whole entry, looked up): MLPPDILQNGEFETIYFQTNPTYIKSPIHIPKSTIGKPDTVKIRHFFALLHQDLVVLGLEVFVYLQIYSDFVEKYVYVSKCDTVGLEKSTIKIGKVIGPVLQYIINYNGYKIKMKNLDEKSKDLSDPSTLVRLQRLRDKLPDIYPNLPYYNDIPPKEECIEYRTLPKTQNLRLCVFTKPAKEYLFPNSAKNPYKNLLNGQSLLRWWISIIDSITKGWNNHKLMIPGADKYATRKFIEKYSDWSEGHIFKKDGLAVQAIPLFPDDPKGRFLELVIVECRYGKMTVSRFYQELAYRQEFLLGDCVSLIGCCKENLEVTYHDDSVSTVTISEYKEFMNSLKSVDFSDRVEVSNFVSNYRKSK
# phage Ecoli inh – growth loss of phage-infected E. coli, primary screen, RecBCD inhibitor project, absorbance, with phage, HTS; inhibition, % at 11.9 µM; actives 0.26% (n = 360,000); in the data active means inhibition above about 11%
# Wnt act – Wnt/beta-catenin pathway activators, primary screen, cell-based, plate reader, single point; Wnt/beta-catenin reporter cell assay, activator; activation, % at 9.35 µM; actives 1.2% (n = 300,000); in the data active means activation above about 30%, passing the limit was not always enough; inconclusive means no clear call, values can overlap the other calls;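 further: 0% = neutral control wells and 100% = positive control wells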
# Ecoli viability – E. coli V3065 growth inhibition, primary screen, counter-screen for AddAB inhibitor project, absorbance, OD600; inhibition, % at 11.9 µM; 18 h; actives 0.27% (n = 330,000);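 active means inhibition above the campaign's mean inhibition across all tested compounds plus 3 SD, cut at about 9.9% in these data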;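 further: uninfected addAB+ strain grown without phage in ampicillin broth; 0% = DMSO wells and 100% = ciprofloxacin 0.95 µg/ml wells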
# Starred values were filed as active, the others as inactive; ? = inconclusive; . = not tested or not shown. Rows were taken by chance. Share with any hit: about 1.9%.
SMILES,PvdQ inh,Tat export inh,PfHsp90 yeast 2,AddAB inh,DAGLB inh,CAL PDZ FP,Rtt109 HAT inh,phage Ecoli inh,Wnt act,Ecoli viability
CCN1CCN(S(=O)(=O)c2cc(OC)ccc2OC)CC1,-4,-4,1,0.1,-2,-0.4,9,0.0,-1,-0.1
COc1ccc2cc(C(=O)/C=C/c3cc(OC)c(OC)c(OC)c3)ccc2c1,-11,9,18,0.2,-1,-2.7,-5,0.2,-7,-0.9
CCOC(=O)C1CCCN(C(=O)c2cc(S(=O)(=O)N(C)C)ccc2N2CCCC2)C1 (stereo not drawn),?,6,22,-0.2,1,-4.2,8,1.9,-3,0.6
CC1(C)CC(=O)/C(=C(\O)CCCN2C(=O)c3ccccc3C2=O)C(=NCC(=O)O)C1,-13,7,-81,3.9,0,-1.0,-22,1.1,0,-0.4
O=C(/C=C\c1cccs1)N1CCN(Cc2ccc3c(c2)OCO3)CC1,-3,-5,-8,0.8,-1,-2.6,-16,6.9,0,-0.9
COc1ccc(C(C)NC(=O)c2ccc(Cl)cc2)cc1OC (stereo not drawn),24,-1,2,2.7,-2,1.0,-1,2.0,-4,-0.3
CCc1ccccc1NC(=S)NC1CC2CCC(C1)N2Cc1ccc(F)cc1 (stereo not drawn),-5,1,-23,3.9,-1,-7.0,1,4.4,1,2.2
COc1cc(/C=C2/SC(=S)N(Cc3ccccc3)C2=O)cc(OC)c1O,4,1,22,1.3,2,.,0,0.8,-3,-0.2
CCOc1ccc(CCNC(=O)COC(=O)c2cccc(S(=O)(=O)N3CCCC3)c2)cc1OCC,-14,-2,-28,4.1,0,-1.2,-3,4.3,-1,0.1
COc1ccccc1C(=O)OCn1nnc2ccccc2c1=O,-7,4,18,0.6,4,-0.9,-2,2.2,-1,1.9
O=C(Nc1ccc(Br)cc1)c1cccc2c1C(=O)N(C1CCCCC1)C2,-9,2,14,-0.9,-2,-0.4,-13,3.3,-5,-0.1
O=C(Cc1ccccc1[N+](=O)[O-])NNC(=O)Nc1ccc2c(c1)OCO2,-13,-4,29,-3.3,-2,-0.8,-6,0.7,-2,-1.7
O=C(c1cccs1)N1CCN(C23CC4CC(CC(C4)C2)C3)CC1,-5,2,12,1.4,2,-5.9,-2,0.2,3,-0.7
Cc1cc(NC(=O)C2CCCO2)ccc1Br (stereo not drawn),7,1,0,4.0,-5,-0.1,10,3.6,0,-0.2
COC(=O)c1ccc(NC(=O)CSc2nnc(Cc3cccn3C)n2-c2ccc(F)cc2)cc1,-8,-4,25,3.6,-1,-0.9,4,3.0,-1,-0.3
CCOC(=O)Nc1ccc(S(=O)(=O)Nc2onc(C)c2C)cc1,.,.,.,1.0,.,.,.,-1.3,4,-2.3
COc1ccc(C2=Nn3c(nnc3-c3ccc(OC)cc3)SC2)cc1,-5,6,29,0.8,-1,-26,2,-0.7,.,-3.9
O=C(O)/C=C/c1cn(-c2ncc(C(F)(F)F)cc2Cl)c2ccccc12,11,-8,-10,0.3,1,-0.8,7,2.6,-11,-0.3
Cc1c(C)n2c3c(cccc13)CC2,-7,-7,-21,5.2,-2,-0.7,-15,4.3,0,0.8
COc1ccccc1OCCNC(=O)c1ccco1,3,1,2,4.5,1,-6.0,4,1.8,5,-1.3

# Rewritten with two lines to a compound: part of the list above
# Second line of a record: PvdQ inh | Tat export inh | PfHsp90 yeast 2 | AddAB inh | DAGLB inh | CAL PDZ FP | Rtt109 HAT inh | phage Ecoli inh | Wnt act | Ecoli viability
- O=C(/C=C\c1cccs1)N1CCN(Cc2ccc3c(c2)OCO3)CC1
→ -3 | -5 | -8 | 0.8 | -1 | -2.6 | -16 | 6.9 | 0 | -0.9
- COc1ccc(C(C)NC(=O)c2ccc(Cl)cc2)cc1OC (stereo not drawn)
→ 24 | -1 | 2 | 2.7 | -2 | 1.0 | -1 | 2.0 | -4 | -0.3

# Complete entries, quoted from the list:
# Profile of O=C(/C=C\c1cccs1)N1CCN(Cc2ccc3c(c2)OCO3)CC1 = PvdQ inh = -3; Tat export inh = -5; PfHsp90 yeast 2 = -8; AddAB inh = 0.8; DAGLB inh = -1; CAL PDZ FP = -2.6; Rtt109 HAT inh = -16; phage Ecoli inh = 6.9; Wnt act = 0; Ecoli viability = -0.9
# Profile of COc1cc(/C=C2/SC(=S)N(Cc3ccccc3)C2=O)cc(OC)c1O = PvdQ inh = 4; Tat export inh = 1; PfHsp90 yeast 2 = 22; AddAB inh = 1.3; DAGLB inh = 2; CAL PDZ FP = .; Rtt109 HAT inh = 0; phage Ecoli inh = 0.8; Wnt act = -3; Ecoli viability = -0.2

# Additional compounds.
SMILES,PvdQ inh,Tat export inh,PfHsp90 yeast 2,AddAB inh,DAGLB inh,CAL PDZ FP,Rtt109 HAT inh,phage Ecoli inh,Wnt act,Ecoli viability
CCC1CCCCN1S(=O)(=O)c1ccc([N+](=O)[O-])cc1 (stereo not drawn),9,6,-25,6.8,-4,0.0,.,-1.2,-1,-0.3
CCN1/C(=C\C=C(C(C)=O)C(C)=O)Sc2ccccc21,-1,2,30,1.5,-8,0.0,-6,3.0,-2,-0.5
C/C(CC(=O)N1CCN(C=O)CC1)=N\NC(=O)c1cccc([N+](=O)[O-])c1,-7,-3,.,-0.4,-3,-0.5,6,3.1,0,-3.3
CC(C)COc1ccc(C(=O)N(Cc2ccco2)C2CCS(=O)(=O)C2)cc1 (stereo not drawn),-12,0,35,-3.5,-3,-1.0,2,2.1,-3,-1.9
CCOc1ccc(N(C)S(=O)(=O)c2cnc[nH]2)cc1,-4,-4,13,-0.1,-1,-1.7,2,3.0,3,1.3
O=C(CCS(=O)(=O)c1ccccc1)Nc1nc(-c2ccccn2)cs1,-8,1,-10,-2.2,0,-0.8,4,-2.7,-3,-8.0
C=C(C)C(=O)N1CC2(CC(c3cccc(NC(=O)/C=C\C=C/C)c3)=NO2)C[C@H]1C(N)=O (stereo partly drawn),-14,-16,-16,2.1,0,-0.5,11,-1.3,-8,-2.2
Cc1nonc1N1CCN(Cc2cn[nH]c2-c2ccc3c(c2)OCO3)CC1,-12,2,7,-1.0,0,-2.1,.,2.8,-2,0.4
O=C(COC(=O)c1cccc(Cl)c1)NC1CCCCCCC1,-15,0,4,1.9,-5,-1.9,-8,0.7,4,-0.2
COCC(C)N=C1NN=C(c2c[nH]c3ccccc23)CS1 (stereo not drawn),0,-11,-10,0.5,-1,-2.8,21,2.6,?,1.3
CCOC(=O)c1nc(C)nc(Sc2n[nH]c(-c3cc(C(F)(F)F)cc(C(F)(F)F)c3)n2)c1C,17,5,2,2.2,-2,0.4,2,2.5,1,-0.4
Cc1cccc(NS(=O)(=O)c2ccc(C)c(C(=O)NCC(c3cccs3)N(C)C)c2)c1 (stereo not drawn),-3,1,-1,.,3,-1.8,1,-1.4,2,.
CCOC(=O)CN(C(=O)c1ccccc1[N+](=O)[O-])C(C)(C)C,-11,3,-3,-0.3,2,-1.6,5,1.8,?,-0.2
Cn1cccc1/C=N/NC(=O)C(O)c1ccccc1 (stereo not drawn),3,-1,-2,2.4,0,-0.5,5,2.2,3,1.7
CN(C)CC[C@@H](c1ccc(Cl)cc1)c1ccccn1,4,-12,0,-4.6,0,0.0,2,2.5,5,1.1
Cc1cc(NC(=O)CSc2nc(C)c(C)n2CC(C)C)no1,3,0,0,-0.9,-1,-0.6,7,1.8,1,0.4
CCC(C)C1C(C#N)=C(N)Oc2n[nH]c(-c3ccccc3)c21 (stereo not drawn),-18,8,10,2.5,-2,-1.9,-5,5.0,-4,3.1
N#Cc1cc(-c2ccccc2)nnc1Sc1ccccc1,-26,3,-26,2.9,-6,-0.4,-2,1.5,.,0.5
O=C(Oc1ccccc1C(=O)N1CCOCC1)c1cccc(Br)c1,-3,-8,27,2.0,-5,0.1,19,1.4,1,-1.3
Nc1nonc1C(=O)N/N=C/c1cc2c(cc1[N+](=O)[O-])OCO2,7,1,-10,1.5,-3,-3.6,20,1.9,3,3.3
COC(=O)c1ccc(C)c(NC(=O)c2c(-c3ccccc3)noc2C)c1,-26,-4,27,1.3,0,-3.3,2,0.7,.,0.2
CCOC(=O)C1CCN(C(=O)c2ccco2)CC1,-4,12,28,1.8,-1,-1.2,-6,0.5,0,0.6
NCCCC[C@H]1CNC(=O)C(=O)N1CCc1cccc(F)c1,-12,4,-3,0.3,-2,0.6,-3,2.8,-4,0.9
CC(C)CN1C(=O)c2ccc(NC(=O)c3ccco3)cc2C1=O,-11,2,18,0.2,0,-2.4,1,2.9,13,0.2
COCCNC(=O)c1cc2cc3ccc(OC)cc3nc2o1,-11,-10,-6,-0.7,-2,0.4,6,0.8,24,-0.5
Cc1cccc(/C=N/NC(=O)Cc2ccc(Cl)cc2)c1O,8,5,26,9.5,0,-0.6,-3,6.4,-3,6.4
COc1ccccc1N(CC(=O)NCc1ccco1)S(=O)(=O)c1ccc(C)cc1,-13,6,-1,1.2,1,-2.4,0,2.7,-10,-0.4
CCN(CC)CCn1c(NCc2ccc3c(c2)OCO3)nc2ccccc21,-14,-3,.,4.8,0,-0.5,5,1.8,-1,1.4
Cc1cc(=O)[nH]c(-c2ccccc2)n1,-15,0,5,0.3,0,-4.1,-9,1.6,-8,3.1
O=C(Cn1ncc2c1-c1ccccc1OC2)N1CCN(Cc2ccc3c(c2)OCO3)CC1,-1,-2,-6,2.4,3,-0.8,-3,3.6,2,0.3
Cc1c(C(=O)Nc2cccc(C(F)(F)F)c2)oc2ccc(S(=O)(=O)N3CCOCC3)cc12,-2,-7,3,-0.5,-2,-0.3,3,0.7,-6,-0.2
COc1ccc(-c2cc(C(=O)Nc3c(C)nn(Cc4ccccc4)c3C)no2)cc1,2,1,10,-0.4,1,0.7,-9,3.0,-2,-2.9
CCOc1ccc(C2CC(=O)NC3=C2C(=O)CCC3)cc1 (stereo not drawn),-11,4,8,2.8,-3,1.2,-9,-0.9,.,3.3
Cc1coc2c(C)c3oc(=O)c(CCC(=O)NCCCN4CCCC4=O)c(C)c3cc12,-12,-2,5,1.2,-1,0.0,5,2.0,-1,-2.3
O=C(CSc1nc(C2CC2)nc2ccccc12)N1c2ccccc2Sc2ccccc21,-3,15,.,0.6,-5,-0.6,-3,2.6,.,-1.5
CN(C)Cc1c[nH]c2nc[nH]c(=O)c12,-9,3,-5,.,-1,0.0,2,2.5,0,.
NC(=O)c1ccccc1OCC(=O)N1CCCC1c1ccc2c(c1)OCCCO2 (stereo not drawn),-13,-5,-15,.,-1,1.0,2,0.2,-1,.
COc1cccc(CNC(=O)C(c2ccc(Cl)cc2)C(C)C)c1 (stereo not drawn),-13,-4,-70,2.0,1,-2.3,-8,4.3,.,2.4
O=C(Cn1c(=O)oc2cc(S(=O)(=O)N3CCCC3)ccc21)NCc1ccccn1,1,-3,-17,0.1,0,0.7,2,1.6,-2,1.8
CCN(CCn1cccn1)C(=O)CCc1nnc(C2CCCCC2)o1,-2,0,5,-0.9,-3,0.1,-6,0.3,9,0.5
CCOc1cc(C(=O)Nc2ccc(S(=O)(=O)N3CCCCC3)cc2)ccc1OCC(=O)N1CCOCC1,-17,0,7,1.6,-1,-1.1,0,3.5,0,-3.3

# Screening results as filed in PubChem.
